Compound activity deposited in PubChem BioAssay by several laboratories.
Mtb FBA inh: Mtb FBA enzyme inhibitors, primary screen, biochemical, fluorescence, strain H37Rv | 2.3% of 360,000 active | inhibition, % at 1 µM | purified M. tuberculosis FBA, fluorescence read-out | AID 588726, 2011; in the data active = inhibition above about 27%;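 note: 0% = vehicle and 100% = reference inhibitor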
Target sequence (P9WQA3 whole entry, looked up): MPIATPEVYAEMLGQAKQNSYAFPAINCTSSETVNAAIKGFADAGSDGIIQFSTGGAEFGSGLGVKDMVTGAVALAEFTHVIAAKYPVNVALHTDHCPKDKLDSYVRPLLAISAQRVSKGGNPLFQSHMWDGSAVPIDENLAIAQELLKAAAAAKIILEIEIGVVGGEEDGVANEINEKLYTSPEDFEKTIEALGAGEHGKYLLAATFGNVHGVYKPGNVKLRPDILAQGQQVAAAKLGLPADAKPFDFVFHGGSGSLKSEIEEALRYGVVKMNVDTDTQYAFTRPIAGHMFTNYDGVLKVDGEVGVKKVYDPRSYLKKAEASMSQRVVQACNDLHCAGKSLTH
BoNT-A LC inh2: BoNT/A light chain protease inhibitors, primary screen, biochemical, flow cytometry, MLPCN library. inhibition, % at 10 µM. 0.17% of 360,000 active. multiplex microsphere protease substrate cleavage. Botulinum neurotoxin type A light chain protease (Clostridium botulinum A str. ATCC 3502); note: plate controls were buffer without enzyme for full effect and enzyme alone for no effect
BioA inh: M. tuberculosis BioA enzyme inhibitors, primary screen, biochemical, plate reader, single point, HTS; purified M. tuberculosis BioA enzyme; inhibition, % at 9.99 µM; 0.096% of 360,000 active; AID 602481, 2012; in the data active = inhibition above about 40%; inconclusive = no clear call, values can overlap the other calls
UGM FP inh: M. tuberculosis UGM enzyme inhibitors, primary screen, biochemical, fluorescence polarization, single point | purified UGM, fluorescence polarization probe displacement | inhibition, % at 10 µM | 0.06% of 320,000 active; in the data active = inhibition above about 10%, passing the limit was not always enough; inconclusive = no clear call, values can overlap the other calls
Target sequence (P9WIQ1 whole entry, looked up): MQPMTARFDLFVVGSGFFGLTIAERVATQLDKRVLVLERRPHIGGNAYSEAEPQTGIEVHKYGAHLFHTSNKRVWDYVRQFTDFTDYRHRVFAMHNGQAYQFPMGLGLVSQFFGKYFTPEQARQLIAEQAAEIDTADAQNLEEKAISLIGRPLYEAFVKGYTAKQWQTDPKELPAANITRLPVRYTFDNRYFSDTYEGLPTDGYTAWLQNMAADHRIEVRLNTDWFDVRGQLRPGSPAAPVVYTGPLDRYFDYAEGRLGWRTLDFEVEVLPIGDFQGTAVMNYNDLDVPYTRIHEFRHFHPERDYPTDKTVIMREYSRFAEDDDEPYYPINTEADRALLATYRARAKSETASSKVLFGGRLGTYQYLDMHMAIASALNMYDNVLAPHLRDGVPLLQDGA
FadD28 FP inh: inhibitors of FadD28 bisubstrate probe binding, primary screen, biochemical, fluorescence polarization, single point | inhibition, % at 12.5 µM | 0.22% of 360,000 active; in the data active = inhibition above about 8.5%, passing the limit was not always enough; inconclusive = no clear call, values can overlap the other calls
PfHsp40 yeast: rescue of yeast from PfHsp40 toxicity, primary screen, S. cerevisiae, ATP luminescence. S. cerevisiae expressing PfHsp40, growth rescue. growth rescue, % at 12.5 µM. 0.68% of 340,000 active; in the data active = growth rescue above about 28%, passing the limit was not always enough; inconclusive = no clear call, values can overlap the other calls;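 note: yeast W303a lacking pdr1 and pdr3 grown in galactose medium; growth measured after three days at 30 °C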
Anthrax LF prot: Bacillus anthracis LF protease inhibitors, primary screen, biochemical, multiplex microsphere, MLPCN library. Lethal factor (Bacillus anthracis), P15917. multiplex microsphere protease cleavage assay. inhibition, % at 10 µM. 0.12% of 360,000 active; note: plate controls were buffer without enzyme for full effect and enzyme alone for no effect
BoNT F protease: BoNT/F light chain protease inhibitors, primary screen, biochemical, flow cytometry, MLPCN library; Botulinum neurotoxin type F light chain protease (Clostridium botulinum); Multiplex microsphere protease cleavage assay; inhibition, % at 10 µM; 0.22% of 360,000 active; AID 588497, 2011; in the data active = inhibition above about 35%, passing the limit was not always enough; inconclusive = no clear call, values can overlap the other calls; note: plate controls were buffer without enzyme for full effect and enzyme alone for no effect
GDH-TPI inh: GDH-TPI coupling enzyme inhibitors, primary screen, artefact control for M. tuberculosis FBA inhibitor project, biochemical, absorbance, full deck. 1.2% of 360,000 active. AID 588335, 2011. inhibition, % at 4.8 µM. GDH-TPI coupled enzyme counterscreen, NADH absorbance; in the data active = inhibition above about 30%;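 note: 0% = DMSO wells and 100% = wells lacking the enzyme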
Active calls of the source: *; ? = inconclusive; nt = no result given; + = active, no number; & = joins results of further samples. Cut-off read from the data, not from the text of the source, unless noted: active = inhibition above about 30%; inconclusive = no clear call, values can overlap the other calls; inactive = below that.

SMILES	Mtb FBA inh	BoNT-A LC inh2	BioA inh	UGM FP inh	FadD28 FP inh	PfHsp40 yeast	Anthrax LF prot	BoNT F protease	GDH-TPI inh
O=C(NC(=S)Nc1ccc(CN2CCOCC2)cc1)c1ccco1	1.0	-3.0	0.2	0.4	-0.4	-1.2	-5.8	-0.9	10.7
CSc1ccc(/C=C(/NC(=O)c2ccc(C)cc2)C(=O)Nc2cccc(C)c2)cc1	0.6	-1.3	nt	-1.4	-1.2	2.0	-6.6	-13.7	11.2
CC1(C)C(C#N)=C(N)Oc2c1c(=O)oc1ccccc21	1.3	-0.3	nt	0.5	-2.8	-0.6	-9.3	-2.3	1.0
O=C(NCCCN1CCCC1=O)c1cccc(S(=O)(=O)Nc2ccc(Br)cc2)c1	0.2	-134.9	-0.1	0.5	-2.5	-0.2	-36.2	-213.6	-5.7
O=C(CSc1nccn(-c2cccc(F)c2)c1=O)Nc1ccc(Cl)cc1F	2.3	-5.1	-0.9	-1.7	-1.9	173.3*	-4.8	-13.1	0.4
CC(C)N1CCC(=NNC(=O)c2ccccc2[N+](=O)[O-])CC1	+	-0.1	nt	-0.2	-1.9	-0.4	-0.4	-5.4	2.9
Nc1ccc(C(=O)O)cc1	3.3&-0.3&-2.2	-0.3&-0.3&-2.3	-1.8&-1.1&-0.5	-5.4&-0.5&2.2	-1.0&-1.9&0.5	-0.2&0.7&1.2	0.0&6.4&-10.4	6.8&4.0&-29.0	4.7&-0.7&4.3
O=C(c1ccccc1F)n1c2c(c3ccccc31)CCCC2	-2.8	0.4	-1.7	-3.5	-5.0	-1.6	-7.2	-16.0	-5.2
O=C(NCc1ccccc1)c1cccnc1	-0.1	-3.1	-2.2	0.5	1.3	-0.7	4.0	?	12.4
C/C(=N/NC(=O)CNC(=O)c1ccncc1)c1ccco1	-3.3	-8.7	0.4	-0.7	-3.8	0.7	?	-31.4	-6.1
O=C(NCc1cccc(Cl)c1)N1CCN(S(=O)(=O)c2ccccc2F)CC1	-5.6	5.8	-0.1	0.8	-5.6	0.5	-7.4	69.3*	-0.4
O=C(Cc1csc(N2CCOCC2)n1)N/N=C/c1cccc(O)c1	-1.6	-0.2	nt	0.9	-4.2	-0.9	-0.1	5.2	-0.3
C#CCC(NC(=O)c1ccc(C#N)cc1)C(=O)NCCC (stereo unspecified)	0.7	0.2	0.7	-0.3	-1.5	-1.5	2.6	4.9	-8.5
CCCCC(=O)NC1(C(F)(F)F)C(=O)N(CC(C)C)C2=C1C(=O)CC(C)(C)C2 (stereo unspecified)	4.5	-0.2	-0.5	-2.6	1.8	-0.6	1.9	-0.2	1.6
CCCCn1c(SCC(=O)OC)nc2c1c(=O)n(C)c(=O)n2C	-2.6	1.3	2.1	0.0	-3.6	-0.7	-0.3	6.5	7.1
COc1ccc(CNC(=O)C2(CC3CC(c4ccccc4)=NO3)CCNCC2)cc1 (stereo unspecified)	-2.0	-0.3	-1.4	-1.2	-2.9	3.5	-3.9	2.4	-4.9
COC(=O)Cn1cnc2c(C#N)c3n(c2c1=O)CCCCC3	-3.3	0.5	nt	4.0	-1.7	-1.4	1.0	-0.4	2.1
COc1ccc(N(C)S(=O)(=O)c2ccc(Cl)c(C(=O)NCC(C)(C)N3CCOCC3)c2)cc1	0.5	1.6	-3.0	-0.3	nt	-0.6	-0.4	-0.7	0.4
CCOc1ccc(C2C(C(=O)/C=C/c3ccco3)=C(O)C(=O)N2CCN2CCOCC2)cc1OC (stereo unspecified)	-5.2	0.6	nt	-0.1	-4.6	-0.9	-0.3	-0.6	1.3
CC(C)(C)NC(=O)NC(=O)CSc1ccc(S(=O)(=O)N2CCOCC2)cn1	3.0	-0.7	0.9	0.3	-1.0	0.5	-5.8	2.6	6.6
Cc1[nH]c(=O)c(C#N)c(C)c1CCC(=O)NCc1cccc(C(F)(F)F)c1	2.1	1.2	0.3	-3.8	-3.7	-0.4	-6.7	-3.3	11.8
COc1ccc(CCN2C(=O)CC(N3CCN(S(=O)(=O)c4ccccc4)CC3)C2=O)cc1 (stereo unspecified)	-1.7	1.0	-2.6	-1.9	-0.6	0.4	0.8	17.2	7.9
Cc1nc(SCC(=O)Nc2nc3ccccc3s2)n[nH]1	2.2	-1.3	0.4	4.6	-0.1	1.9	-2.1	-6.2	-10.2
Cc1cccc2sc(NC(=O)CSc3nc4ccccc4o3)nc12	0.9	nt	-0.5	1.1	-0.3	-1.5	nt	nt	4.4
NC(=O)c1cc(S(=O)(=O)NCCc2ccccc2)cs1	-4.0	0.0	-1.0	-0.2	-2.0	0.4	-0.9	2.9	5.9
CCN(CC)C(=O)CSc1nnc2c3ccccc3n(C)c2n1	-0.5	-3.7	11.5	1.7	-3.4	-1.7	17.4	-15.7	10.0
O=C(NN1C(=O)NC2(CCCCC2)C1=O)c1cc2cc(Cl)ccc2o1	-0.1	1.3	nt	3.4	-3.7	0.7	-2.5	5.9	0.0
COc1ccc(N2CCN(Cc3nc(-c4ccc(Cl)cc4Cl)no3)CC2)cc1	-0.2	-2.0	nt	-1.8	-1.8	-1.0	-5.7	-6.6	-1.9
CCOc1cc(CN2CCN(CCOCCO)CC2)ccc1OC	-2.6	0.4	-0.6	-0.2	-1.5	2.3	2.1	-2.4	5.3
CC1(c2ccccc2)NC(=O)N(CC(=O)Nc2ccc(S(=O)(=O)NC3=NCCCCC3)cc2)C1=O (stereo unspecified)	6.5	0.0	9.4	nt	-1.7	-0.3	-4.1	-0.9	1.0
O=C(c1ccc(Cl)c(S(=O)(=O)N2CCCCCC2)c1)N1CCOCC1	-0.8	-0.1	6.0	-1.9	-2.0	-0.5	-0.9	6.6	-3.2
C[C@H]1CN([C@@H](C)CO)C(=O)c2cc(Br)cnc2O[C@H]1CN(C)C(=O)c1cccnc1	-2.1	-0.1	1.2&0.9&1.7	nt	-0.2	nt	-2.6	1.9	8.2
C=CCc1c(C)nc(C)nc1N/N=C/c1ccc(N(C)C)cc1	13.4	-0.3	1.2	4.1	-0.9	-0.5	0.4	-13.3	49.8*
CC(C)C[C@H](NC(=O)N1CCn2c1nc1ccccc12)C(=O)NC1CCCCC1	0.7	0.5	-0.4	2.1	-5.2	1.6	-2.8	5.2	-11.0
O=C(Nc1ccc(F)c(Cl)c1)C1CC(=O)N(Cc2ccco2)C1 (stereo unspecified)	0.2	-1.1	4.0	0.2	-3.1	-0.1	-5.6	8.5	8.3
CCS(=O)(=O)N1CCN(S(=O)(=O)c2ccc(S(=O)(=O)NC3CC3)cc2)CC1	0.5	-1.3	-6.9	-1.2	-0.3	0.0	-9.9	-6.2	8.1
CCOC(=O)CSc1nc(C)c2cc(OC)ccc2n1	48.8*	0.0	0.1	-0.8	1.7	0.0	4.1	11.6	7.5
O=C(NCc1ccccc1Cl)c1ccc(CS(=O)Cc2ccc(Cl)cc2)o1 (stereo unspecified)	-2.2	2.5	2.6	-2.1	-6.1	0.2	1.3	2.9	-3.4
COc1cccc(/C=C2\SC(=O)N(CC(=O)NC3C=CS(=O)(=O)C3)C2=O)c1 (stereo unspecified)	2.0	1.4	-3.2	-0.9	-1.3	3.9	1.8	2.3	27.8
CC1CN(c2ccc([N+](=O)[O-])c(NCCOc3ccc(Cl)cc3)c2)CC(C)N1 (stereo unspecified)	-4.5	-4.4	-1.3	-0.6	-11.7	-1.1	-2.9	-66.7	7.7
Cc1nc(SCC(=O)NCc2cccs2)nc(C)c1C	0.5	-1.1	nt	-1.0	-2.3	2.7	-2.9	-2.2	-5.0
COc1ccc(Oc2c(C)oc3c(CN(C)C)c(O)ccc3c2=O)cc1	42.7*	1.0	0.4	1.9	-3.2	-0.6	0.4	5.2	26.2
CC(C)N1CC(C(=O)O)CC1=O (stereo unspecified)	-1.3	-2.5	-0.3	-0.9	-1.0	0.1	-9.8	-19.8	6.4
O=C(CN1C(=O)NC(c2ccccc2)(c2ccccc2)C1=O)N1CCCCC1	-2.4	-10.9	0.0	-1.1	-0.3	-0.7	0.5	-21.5	0.3
O=C(NN=Cc1ccc2c(c1)CCN2)c1cccs1	-4.5	-0.9	nt	nt	-2.9	nt	2.1	-3.6	28.0
Cc1c(N=Cc2cc3c(cc2Cl)OCO3)c(=O)n(-c2ccccc2)n1C	1.0	0.7	-1.9	3.5	2.5	0.6	-2.6	0.1	23.2
Cc1ccc(/C=C/C(=O)NC2CCCCCCC2)o1	-4.2	0.9	nt	-0.1	-2.8	1.8	-1.5	-0.6	12.4
c1ccc(-c2nc(-c3ccccn3)no2)cc1	2.1	-0.9	1.0	-3.1	-0.4	-0.8	-3.7	-3.9	5.8

Some values from above:
O=C(NCc1ccccc1Cl)c1ccc(CS(=O)Cc2ccc(Cl)cc2)o1 (stereo unspecified) in PfHsp40 yeast is entered as 0.2
CCOC(=O)CSc1nc(C)c2cc(OC)ccc2n1 in BoNT-A LC inh2 is entered as 0.0

Next part
SMILES	Mtb FBA inh	BoNT-A LC inh2	BioA inh	UGM FP inh	FadD28 FP inh	PfHsp40 yeast	Anthrax LF prot	BoNT F protease	GDH-TPI inh
CNC(=O)c1sc(SC)cc1-c1ccc(Cl)cc1	3.0	-0.5	-1.6	4.4	-1.6	0.5	-0.7	-9.4	6.7
Cn1ncc2c(Nc3cccc4ccccc34)ncnc21	2.0	0.4	-0.1	-2.3	-1.0	-0.6	-0.4	-4.4	8.0
Cc1cc(C(=O)N/N=C/c2cccs2)n[nH]1	1.0	-0.7	-3.1	3.2	-2.7	-1.4	-2.4	-0.4	13.2
CCOc1ccc(S(=O)(=O)NCC2CCCO2)c2cccnc12 (stereo unspecified)	28.0*	-0.5	-1.2	2.8	-4.3	14.9	-1.6	-3.9	1.3
O=C(CCNc1ccc(F)c(Cl)c1)c1ccco1	0.1	0.3	-0.4	-0.6	-1.2	-0.1	-2.6	-7.8	12.8
COc1ccc(C(=O)N=c2sc3c(C)ccc(OC)c3n2C)cc1	-1.0	-0.2	-0.8	2.0	-2.8	0.3	-1.9	0.1	6.6
Cc1ccc(C)c(N2CCN(C(=O)CCS(=O)(=O)c3cccc4nonc34)CC2)c1	-0.4	-0.2	0.5	1.1	-0.1	1.7	2.0	2.3	1.4
CCOc1ccc2c(C)c(C)c(=O)oc2c1OCC	14.6	-2.0	10.1	1.0	-2.1	-0.4	-2.9	-2.6	8.1
CC1=C(C(=O)Nc2cc(-c3cccc(F)c3)[nH]n2)C2(CCCCC2)OC1=O	-1.0	-1.0	1.3	2.1	-18.2	0.1	-4.0	-8.6	3.4
O=C(NCc1c(Cl)cccc1Cl)c1[nH]c(C(F)(F)F)nc1-c1ccccc1	2.2	-0.3	0.3	nt	-1.0	nt	-4.7	-2.0	nt
Cc1ccc(C(O)c2ncc(-c3ccc4ccccc4c3)[nH]2)cc1 (stereo unspecified)	24.8	-0.2	-2.2	nt	-1.0	nt	-5.1	-0.3	-6.2
CCc1ccccc1NC(=O)CN(C)Cc1nc(N)nc(Nc2ccccc2C)n1	-2.5	0.9	1.1	0.9	-0.8	-0.2	-6.0	2.1	8.3

4 compounds from above, arranged by number of heavy atoms, ascending:
SMILES	Mtb FBA inh	BoNT-A LC inh2	BioA inh	UGM FP inh	FadD28 FP inh	PfHsp40 yeast	Anthrax LF prot	BoNT F protease	GDH-TPI inh
Cn1ncc2c(Nc3cccc4ccccc34)ncnc21	2.0	0.4	-0.1	-2.3	-1.0	-0.6	-0.4	-4.4	8.0
O=C(NCc1ccccc1Cl)c1ccc(CS(=O)Cc2ccc(Cl)cc2)o1 (stereo unspecified)	-2.2	2.5	2.6	-2.1	-6.1	0.2	1.3	2.9	-3.4
O=C(CN1C(=O)NC(c2ccccc2)(c2ccccc2)C1=O)N1CCCCC1	-2.4	-10.9	0.0	-1.1	-0.3	-0.7	0.5	-21.5	0.3
CCOc1ccc(C2C(C(=O)/C=C/c3ccco3)=C(O)C(=O)N2CCN2CCOCC2)cc1OC (stereo unspecified)	-5.2	0.6	nt	-0.1	-4.6	-0.9	-0.3	-0.6	1.3
